Screens from PubChem.
LMPTP inh – blocks human LMPTP phosphatase | 360,000 tested, 0.22% active | recombinant LMPTP-A, OMFP fluorogenic substrate, fluorescence intensity | AID 651560 | P24666 | inhibition, % at 20 µM;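 active = compounds that cut the enzyme signal by at least half of the control window in the single-dose screen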;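 also: plate controls were DMSO wells with enzyme plus substrate for no effect and substrate without enzyme for full effect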
Target sequence (P24666 whole entry, looked up): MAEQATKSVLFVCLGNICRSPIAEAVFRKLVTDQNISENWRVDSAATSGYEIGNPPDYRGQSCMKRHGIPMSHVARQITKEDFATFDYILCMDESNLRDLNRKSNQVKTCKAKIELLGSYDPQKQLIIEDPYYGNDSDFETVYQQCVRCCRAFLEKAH
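Material: LMPTP-A; amount: 0.625 nM enzyme; doses: single 20 µM dose; times: reaction 50 min, room temperature, dark; technique: fluorescence intensity of OMFP turnover product; benchmarks: no-enzyme and uninhibited controls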
SKN-1 inh – C. elegans SKN-1 inhibition; C. elegans VP596 Pgst-4::GFP/RFP ratio, acrylamide-induced, 24 h; inhibition, % at 21.8 µM; 360,000 tested, 0.49% active; AID 624304;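 active = interference check ratio from 0.5 to 1.5 plus GFP to RFP signal ratio inhibition reaching or exceeding a fixed threshold, cut at about 30% in these data, passing the limit was not always enough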; also: some compounds called inactive have numbers as strong as hits
NadD block – NadD (S. aureus) enzyme inhibition. purified NadD enzyme, colorimetric absorbance read-out. inhibition, % at 20 µM. 360,000 tested, 0.78% active. AID 602399; in the data active = inhibition above about 26%; also: some compounds past the cut are filed as inactive
Neddylation inh – inhibitors of human cullin neddylation; P61081+Q13564; calls only at 25 µM; TR-FRET cullin neddylation, biochemical; AID 651699; 360,000 tested, 0.58% active; in the data active = inhibition above about 36%
Target sequence (P61081 whole entry, looked up): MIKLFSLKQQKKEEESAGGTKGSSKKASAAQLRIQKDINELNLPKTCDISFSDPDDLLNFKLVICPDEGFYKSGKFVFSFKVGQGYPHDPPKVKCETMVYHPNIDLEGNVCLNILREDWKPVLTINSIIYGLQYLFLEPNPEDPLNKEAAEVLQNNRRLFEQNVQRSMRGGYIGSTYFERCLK
Target sequence (Q13564 whole entry, looked up): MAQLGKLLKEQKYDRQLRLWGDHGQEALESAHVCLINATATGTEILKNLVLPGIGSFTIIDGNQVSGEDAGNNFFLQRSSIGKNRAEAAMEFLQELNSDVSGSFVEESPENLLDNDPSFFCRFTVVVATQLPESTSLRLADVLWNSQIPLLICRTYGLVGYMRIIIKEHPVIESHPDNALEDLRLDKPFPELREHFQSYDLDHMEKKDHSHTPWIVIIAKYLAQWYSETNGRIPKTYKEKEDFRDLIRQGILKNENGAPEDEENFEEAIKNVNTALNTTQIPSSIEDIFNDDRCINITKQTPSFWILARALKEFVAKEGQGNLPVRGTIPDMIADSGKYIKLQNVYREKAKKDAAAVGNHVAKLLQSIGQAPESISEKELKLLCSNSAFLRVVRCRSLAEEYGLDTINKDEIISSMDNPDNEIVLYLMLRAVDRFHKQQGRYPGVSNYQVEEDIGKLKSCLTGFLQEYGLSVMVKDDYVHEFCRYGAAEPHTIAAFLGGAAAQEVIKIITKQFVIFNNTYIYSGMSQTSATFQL
STEP block – blocks human striatal-enriched tyrosine phosphatase. P54829. recombinant STEP, OMFP fluorogenic substrate, fluorescence. inhibition, % at 20 µM. 360,000 tested, 0.25% active. AID 588621;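 active = inhibition at 20 µM, scaled per plate between control wells, above about 37%, limit read from the data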;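 also: 0% = DMSO with enzyme and substrate and 100% = substrate only without enzyme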
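Material: STEP (striatal-enriched tyrosine phosphatase) enzyme, cell-free; Compound dosing: 20 µM single dose in 1% DMSO; Technique: fluorescence read at 480 nm ex / 540 nm em; Times: reaction 20 min, ambient temperature; Medium: 50 mM Bis-Tris pH 6.0 with 2.5 mM DTT and 0.005% Tween 20; Also added: OMFP at 25 µM.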
DNMT1 block – inhibitors of human DNMT1; P26358; 360,000 tested, 0.83% active; inhibition (reported as % activation of signal), % at 10 µM; AID 588458; DNMT1 molecular beacon, Hinp1I cleavage, fluorescence; in the data active = inhibition above about 50%
SUMO1-SIM PPI – alters human SUMO1 binding to SIM partners; 360,000 tested, 0.33% active; inhibition, % at 20 µM; P63165; SUMO1 binding to a labelled peptide, TR-FRET, 1 h; in the data active = inhibition above about 37%
Target sequence (P63165 whole entry, looked up): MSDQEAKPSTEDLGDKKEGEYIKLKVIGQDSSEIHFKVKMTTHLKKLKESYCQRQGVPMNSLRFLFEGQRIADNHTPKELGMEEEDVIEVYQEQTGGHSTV
Tb MetRS inh – Trypanosoma brucei MetRS inhibition; purified T. brucei MetRS, ATP depletion, Kinase-Glo luminescence; inhibition, % at 11.9 µM; 360,000 tested, 0.4% active; AID 624268;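 active = inhibition above a per-plate cutoff of the control wells' mean inhibition plus 3 SD, cut at about 5.5% in these data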;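 also: 0% = DMSO wells median and 100% = median of wells with control inhibitor compound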
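technique = Kinase-Glo luminescence, ATP depletion format | system = purified MetRS (methionyl-tRNA synthetase) enzyme from Trypanosoma brucei | timing = 15 min preincubation, 2 h reaction, all 25 °C | evaluation = percent inhibition versus plate control medians | dosing = single dose, 11.9 µM final nominal, 0.9% final DMSO | also added = substrates ATP, L-methionine and bulk Escherichia coli tRNA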
Scp1 inh – inhibitors of human Scp-1 phosphatase; 340,000 tested, 0.88% active; AID 493091; Recombinant Scp1, phosphopeptide, malachite green phosphate absorbance; inhibition, % at 20 µM;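 active = inhibition above about 50% at 20 µM, limit read from the data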;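 also: plate controls were DMSO wells with enzyme for no effect and wells lacking enzyme for full effect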
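Test system – truncated SCP-1 phosphatase (76-261aa) · Reagent – Phosphorylated 17-residue peptide substrate · Incubation – 45 min room-temperature reaction, 5 min colour, 30 min stabiliser · Detection – colorimetric phosphate reagent with accelerator and stabiliser, absorbance at 630 nm · Measure – % inhibition at 20 µM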
NRP1-CendR mod – NRP-1/CendR interaction modulation. O14786. FAM-RPARPAR peptide binding to NRP-1, fluorescence polarization. inhibition, % at 25 µM. 360,000 tested, 0.85% active;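 active = inhibition or corrected inhibition above about 18%, plus a signal ratio from 0.5 to 1.5, limit read from the data, passing the limit was not always enough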; also: strong numbers were not always called active
* marks the source's active call; other numbers are inactive results; i = inactive; nt = not tested or not shown. Rows are unselected; any-hit rate near 4.6%.

NadD block	SUMO1-SIM PPI	DNMT1 block	LMPTP inh	Tb MetRS inh	NRP1-CendR mod	STEP block	Neddylation inh	SKN-1 inh	Scp1 inh	SMILES
-6.2	-0.7	11.6	2.3	0.1	-2.6	0.6	i	3.8	-5.3	Cc1ccc(CC2SC(=Nc3ccccc3)N(c3ccccc3)C2=O)cc1 (centres undefined)
5.3	6.9	nt	0.3	-0.6	-16.3	nt	i	-5.5	nt	CCOC(=O)[C@]12CCC=C1N(CCC1=CCCCC1)C(=O)[C@H](CC(=O)NCCCCc1ccccc1)C2
1.3	-45.6	-6.5	-10.1	-0.1	-8.0	-1.8	i	3.8	-4.7	COc1ccc(NS(=O)(=O)c2cccc(C(=O)NCC(c3ccc(OC)cc3)N3CCCC3)c2)cc1 (centres undefined)
-1.5	3.9	-0.5	-1.4	0.0	4.0	-1.4	i	-15.6	nt	COc1ccc(-c2ccccc2)cc1NC(=O)[C@@H]1O[C@H](CO)[C@@H](O)[C@H]1O
-0.7	-2.5	1.6	-0.1	-1.0	6.8	2.9	i	4.5	-8.7	O=C(c1ccccc1F)N1CCN(S(=O)(=O)c2ccc3ccccc3c2)CC1
-8.2	-3.4	21.0	3.7	0.2	-5.7	-0.3	i	8.7	-9.0	COc1cccc(-c2nc(N3CCN(C)CC3)c3ccccc3n2)c1O
-9.3	0.7	23.9	-0.3	-0.4	-0.5	-1.1	i	-3.3	-13.8	CC(=O)c1c(OC(=O)c2ccccc2Br)ccc2c(C)cc(=O)oc12
-2.2	1.5	0.7	-1.5	0.0	-2.9	-1.3	i	0.1	-3.5	O=C(COC(=O)CNC(=O)c1ccccc1)NC1CCCC1
2.9	-2.3	-1.1	0.3	-0.3	-2.9	-7.0	i	6.2	-3.0	COC(=O)C1=C(N)Oc2cc(C)n(Cc3cccnc3)c(=O)c2C1c1ccccc1OC (centres undefined)
-4.5	-4.4	6.8	-4.2	0.2	11.4	-4.3	i	5.9	-1.9	C[C@@H](O)Cc1cn(CC(=O)NCCCCCCCCCCC(=O)N2CCNCC2)nn1
9.7	-3.2	0.0	-1.1	0.0	4.1	-4.8	i	7.0	4.2	Cc1ccc(C2(C)NC(=O)N(CC(=O)NC(C)c3ccccc3)C2=O)cc1 (centres undefined)
0.8	3.5	4.7	-0.8	-2.1	14.4	2.1	i	7.1	5.0	CCOc1ccc(NC(=O)Nc2ccccc2C(N)=O)cc1
2.4	3.0	-15.0	2.1	-0.1	2.8	-1.1	i	11.5	-3.6	CCOc1ncccc1C(=O)OCC(=O)c1c[nH]c2ccccc12
-8.7	-0.1	-7.0	1.5	-0.1	-7.3	-0.4	i	-4.0	-13.3	Cc1ccc2c(c1)N(CCCC(=O)Nc1cccc(C(F)(F)F)c1)C(=O)CO2
-6.4	1.4	2.5	-2.2	-0.1	3.2	-2.0	i	0.1	-1.7	CC1=NN(S(=O)(=O)c2ccc(C)cc2)C(=O)c2ccccc2O1
1.4	2.6	-1.5	-1.0	0.4	3.5	-0.1	i	6.1	-8.0	OCCN(Cc1ccccc1)Cc1ccc(Cl)cc1
3.7	-2.6	-1.1	1.0	-0.5	10.7	1.8	i	-0.2	-4.8	CCOC(=O)c1sc(NC(=O)COC(=O)CNC(=O)C2CCCCC2)c(C(=O)OCC)c1C
3.1	-1.7	2.2	-2.1	-0.5	-0.7	-1.1	i	7.6	6.8	OC(COCc1ccccc1)CN1CCCCC1 (centres undefined)
-2.9	-7.6	-1.8	-0.5	0.1	2.0	-1.6	i	5.3	-14.2	Cc1cc([N+](=O)[O-])nn1CC(=O)N1CCN(Cc2ccccc2)CC1
-3.4	5.7	0.1	0.6	-0.4	-2.1	-2.3	i	4.5	-4.5	COc1ccc(NC(=O)C(=O)NCCN2CCN(C(=O)c3cccc(Br)c3)CC2)cc1
-2.3	0.1	2.6	-0.7	0.2	-5.4	3.8	i	11.4	3.5	c1ccc(CCNC2=NCCS2)cc1
0.4	1.9	3.0	0.6	-0.4	-4.3	0.7	i	-1.5	7.1	Cn1c(C(=O)NC2CCCC2)cc2c(=O)n(C)c3ccccc3c21
7.8	-1.8	8.0	-2.4	-1.0	11.1	2.6	i	-2.9	-2.0	O=C(COC(=O)c1cc2ccccc2oc1=O)Nc1cccc(S(=O)(=O)N2CCCCCC2)c1
-0.6	1.6	-0.9	-0.7	-0.8	4.6	6.1	i	-5.4	-4.2	O=C(NNC(=O)C1CCCCC1)c1ccco1
-0.7	-1.8	4.7	-0.6	-1.8	-3.7	-4.8	i	-6.2	-4.8	O=C(NCC1CCCO1)C1c2ccccc2C(=O)N1Cc1ccc2c(c1)OCO2 (centres undefined)
-2.4	-1.2	-4.8	-1.1	-0.4	-7.8	3.8	i	-7.3	0.0	O=C(O)CNC(=S)N(Cc1ccco1)Cc1ccccc1Cl
-8.1	0.4	-1.3	-1.2	-0.1	-20.9	-2.8	i	-7.1	-8.7	O=C1CC(N(Cc2ccco2)C(=O)Nc2ccc(F)cc2)C(=O)N1c1ccc(F)cc1 (centres undefined)
-4.0	-1.2	-1.7	-2.7	0.3	1.9	5.9	i	-0.2	-2.4	CC(CN1CCCCC1)OC(=O)c1cccc(F)c1 (centres undefined)
-2.7	5.7	13.9	1.3	0.4	-10.4	4.6	i	3.7	-9.1	COc1ccc(Cl)cc1NC(=O)c1nnn(CC(=O)Nc2ccc(OC)c(OC)c2)c1N
0.8	-3.9	-6.9	0.2	-0.5	-0.5	0.4	i	21.5	3.5	COc1ccc(C(CNC(=O)Cc2ccc(-c3ccccc3)cc2)N(C)C)cc1 (centres undefined)
-4.0	3.6	1.9	-0.8	-0.9	1.9	-2.8	i	4.1	2.6	Cc1ccc(S(=O)(=O)NC(N)=NCCc2ccccc2)cc1C
-3.7	7.7	-1.0	-0.7	-0.4	3.1	-1.5	i	9.4	-7.6	CCN(CC(=O)Nc1ccccc1C(F)(F)F)C(=O)CSCc1ccc(C)cc1
4.7	7.5	-8.5	0.8	-1.5	-15.2	-1.6	i	-3.2	nt	Cc1ccc2nc(NC3=NC4(CCCC4)C4=C(CCCC4=O)N3)oc2c1
-4.2	2.8	-1.6	-1.1	0.3	6.0	3.0	i	3.7	2.7	Cc1ccc(C)c(NC(=O)CN2C(=O)COc3ccc(S(=O)(=O)N4CCCC4)cc32)c1
-1.9	2.1	0.4	0.4	0.2	-2.0	-1.2	i	15.4	-12.6	CCn1cc(C(=O)N2CCN(c3ccc(OC)cc3)CC2)c2cc(OC)c(OC)cc2c1=O
-12.6	7.7	-16.4	2.3	0.2	-16.6	-0.7	i	10.0	1.7	COc1ccc(CC(=O)Nc2cccc(-c3nnc(-c4ccccc4)o3)c2)cc1OC
-4.2	12.2	-3.2	0.1	-0.4	4.1	3.6	i	15.6	nt	O=C(O)CCC(=O)c1ccc(C2CCCCCC2)cc1
2.5	2.3	1.9	-0.7	-0.4	7.8	-1.8	i	-1.4	-5.7	CCOc1cc2c(cc1OC)C(NC(=O)c1ccco1)CC2=O (centres undefined)
-2.0	0.5	-0.3	0.0	0.7	8.3	0.8	i	6.1	-5.0	COCc1cccc(N2C(=O)CC(C3C=C(C)C4C(=O)N(c5cccc(COC)c5)C(=O)C4C3)C2=O)c1 (centres undefined)
-0.9	-17.8	2.2	-2.4	-0.2	-1.8	-3.5	i	-0.2	-5.7	COCc1nnc(NC(=O)c2cc(C(=O)OC)cc([N+](=O)[O-])c2)s1

Sorted by molar mass (low to high): part of the list above
NadD block	SUMO1-SIM PPI	DNMT1 block	LMPTP inh	Tb MetRS inh	NRP1-CendR mod	STEP block	Neddylation inh	SKN-1 inh	Scp1 inh	SMILES
-0.6	1.6	-0.9	-0.7	-0.8	4.6	6.1	i	-5.4	-4.2	O=C(NNC(=O)C1CCCCC1)c1ccco1
-2.4	-1.2	-4.8	-1.1	-0.4	-7.8	3.8	i	-7.3	0.0	O=C(O)CNC(=S)N(Cc1ccco1)Cc1ccccc1Cl
-4.2	2.8	-1.6	-1.1	0.3	6.0	3.0	i	3.7	2.7	Cc1ccc(C)c(NC(=O)CN2C(=O)COc3ccc(S(=O)(=O)N4CCCC4)cc32)c1

Later entries:
NadD block	SUMO1-SIM PPI	DNMT1 block	LMPTP inh	Tb MetRS inh	NRP1-CendR mod	STEP block	Neddylation inh	SKN-1 inh	Scp1 inh	SMILES
3.0	5.0	1.7	0.0	-0.6	5.4	0.1	i	20.6	5.3	CCc1noc(C)c1C(=O)Nc1cc(S(=O)(=O)N2CCOCC2)ccc1OCC(F)(F)F
-1.6	-5.9	3.5	-1.9	-0.4	0.2	-1.7	i	17.6	nt	COc1ccccc1N1CCN(CCC(=O)Nc2cccc(F)c2)CC1
3.2	-5.1	0.6	0.1	-0.2	0.1	-0.9	i	8.0	-4.2	CC(Cn1cncn1)NC(=O)c1cc(COc2cccc(C(F)(F)F)c2)on1 (centres undefined)
4.6	-5.3	8.0	0.4	0.1	-5.9	2.0	nt	5.7	0.4	O=c1oc2c(CN3CCOCC3)c(O)ccc2c2c1CCC2
26.8	11.5	-3.6	49.0	-0.1	-75.3	0.5	nt	25.4	-1.8	O=C(N/N=C/c1cc(Cl)c(O)c(Cl)c1)c1cc2c(ccc3ccccc32)o1
-2.7	4.9	-5.4	-1.6	0.1	7.3	-1.6	i	-0.5	-3.4	O=C(CN1CCN(Cc2ccc(F)cc2Cl)C1=O)NCCCN1CCOCC1
-9.1	-0.5	-2.9	-2.5	-0.9	12.4	-4.0	i	5.2	-5.8	Cc1ccc(NC(=O)C2C3C=CC4(O3)C2C(=O)N(CCCN2CCCCC2)C4C(=O)NC2CCCCC2)cc1Cl (centres undefined)
2.2	-5.4	0.6	-0.5	-0.2	-5.8	-2.9	i	2.5	-7.6	Cc1ccc(NC(=S)NC(NC(=O)N(C)C)C(Cl)(Cl)Cl)cc1 (centres undefined)
